Source: PubChem BioAssay
WT yeast gro inh – growth inhibition of WT yeast, mitochondrial fusion screen; mitochondrial fusion phenotypic screen, WT strain; inhibition, % at 10 µM; hit rate 2.1% among 190,000; AID 1362; in the data active means inhibition above about 58%; tested in S. cerevisiae
RSV antiviral HEp-2 – inhibition of RSV-induced cytopathic effect – HEp-2 cells, primary 10 µM value included (AID 2391) | HEp-2 cells, RSV-induced CPE inhibition; higher % means a stronger effect | CPE inhibition, % at 10 µM; hits with a dose series show IC50 in µM | hit rate 0.13% among 310,000; in the data active means a potency from the dose series; inconclusive means CPE inhibition mostly from about 23% at the one dose, without a potency; inactive means the rest, 99 in 100 with CPE inhibition below about 21%; further: strong numbers were not always called active
human PMI inhibitors – MPI inhibition at elevated mannose 6-phosphate – biochemical, fluorescence intensity, high mannose 6-phosphate, primary screen (AID 1220) | recombinant PMI enzyme, coupled fluorescence intensity; higher % means a stronger effect | one-dose inhibition, % at 20 µM; IC50 in µM for titrated hits | hit rate 0.66% among 190,000
Myeloid diff 2 – compounds promoting myeloid differentiation; ER-HoxA9 myeloid progenitors, lysozyme-GFP differentiation, flow cytometry; calls only at 10 µM; hit rate 1% among 360,000;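 active means normalized GFP-positive differentiation at or above the plate's own cutoff, the solvent-only control mean plus 3 SD; inconclusive means no clear call, values can overlap the other calls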;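 further: cells exposed to compound for four days before flow analysis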
TNAP activation fold – stimulation of alkaline phosphatase TNAP activity – biochemical, luminescent, no phosphate acceptor, uHTS, primary screen (AID 1001) | purified TNAP, luminescent activation assay, no phosphate acceptor; higher activation fold means a stronger effect | activation fold at 20 µM; hits with a dose series show EC50 in µM | hit rate 0.03% among 200,000; in the data active means activation fold from about 3, or a potency from the dose series; inactive means the rest, 99 in 100 with activation fold below about 1.6; further: many of its hits are not listed in these tables
SIAH1 antagonists – Siah-1 peptide-binding antagonists, primary screen, biochemical, fluorescence polarization, rhodamine-plectin, uHTS (AID 1817); displacement, % at 20 µM; hits with a dose series show IC50 in µM; hit rate 0.02% among 290,000; Siah-1 / rhodamine-plectin peptide fluorescence polarization; higher % means a stronger effect;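 active means displacement of at least 50% at 20 µM, with a fluorescence ratio check between 0.3 and a set limit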;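 further: plate controls were Siah plus tracer with DMSO for no effect and tracer alone without Siah for full effect; strong numbers were not always called active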
XIAP displacement – XIAP antagonists, biochemical, IAP family, fluorescence polarization (AID 1018). XIAP BIR domain, fluorescence polarization peptide displacement; higher % means a stronger effect. displacement, % at 20 µM, or IC50 in µM where a hit was titrated. hit rate 0.007% among 200,000; in the data active means displacement above about 50%; further: a part of the inactive calls stands beside numbers as strong as those of hits
human PMI inhibition – MPI enzyme activity inhibition – biochemical, fluorescence intensity, coupled assay, primary screen (AID 1209); purified PMI enzyme, coupled fluorescence intensity; higher % means a stronger effect; inhibition, % at 20 µM, or IC50 in µM where a hit was titrated; hit rate 0.42% among 190,000;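 further: plate controls were DMSO vehicle for no effect and wells lacking substrate for full effect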
Salmonella PhoP GFP – PhoP-dependent GFP reporter repression – Salmonella Typhimurium, primary screen (AID 1863). hit rate 0.16% among 300,000. one-dose inhibition, % at 50 µM; IC50 in µM for titrated hits. S. Typhimurium PhoP-regulated promoter GFP reporter, 4 h; higher % means a stronger effect;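 active means inhibition over 29.93%, a cutoff 3 SD above the screen mean, later confirmed by dose response; inconclusive means inhibition over 29.93% but no dose response follow-up; inactive means inhibition at most 29.93% or unconfirmed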;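 further: 0% = low Mg2+ inducing control and 100% = high Mg2+ repressing control; strong numbers were not always called active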
WT yeast gro inh mutant strain – recorded beside WT yeast gro inh, whose call it bears; inhibition, %; mitochondrial fusion phenotypic screen, mutant strain inhibition
Myeloid diff 2 GFP+ MAC1+ % – further read-out of Myeloid diff 2, marked with its call; GFP+ MAC1+ double positive, %; measured here: differentiation confirmed by MAC1 staining
* marks the source's active call; other numbers are inactive results; i = inactive; u = inconclusive; x = no result given. Unless noted, no stated cut-off is given here; in the data, active means inhibition above about 50%; inactive means the rest.

SMILES	WT yeast gro inh	WT yeast gro inh mutant strain	RSV antiviral HEp-2	human PMI inhibitors	Myeloid diff 2	Myeloid diff 2 GFP+ MAC1+ %	TNAP activation fold	SIAH1 antagonists	XIAP displacement	human PMI inhibition	Salmonella PhoP GFP
COc1ccc(C)cc1NC(=O)CCC(=O)Nc1nnc(C(F)(F)F)s1	-8	-22	1.1%	-2%	i	0.8	1	-1%	-3.0%	4%	-14%
Cc1cccc(C)c1NC(=O)Cn1c(=O)n(CCC(=O)NCc2ccco2)c(=O)c2sccc21	-8	7	0.7%	7%	i	1.1	1.1	-1%	-0.3%	10%	-8%
CCC/C(O)=C1\C(=O)CC(c2ccccc2)CC1=NCCc1c(C)[nH]c2ccc(C)cc12 (stereo not given)	16	-3	1.0%	3%	i	4.9	1	-3%	-2.0%	3%	9%
C=CCNC(=S)NNc1nc(Nc2ccccc2)nc(N2CCCCC2)n1	2	4	4.1%	2%	i	0.2	2	-7%	-4.4%	4%	x
O=c1ccc2c([nH]1)CCCCCCCCCC2	x	x	-2.1%	x	i	0.8	x	-4%	x	x	-6%
COc1ccccc1N1CCN(c2ncnc3c2oc2ccccc23)CC1	61*	57*	8.9%	5%	i	4.6	1.1	5%	-3.0%	6%	-8%
CC(=O)N1CCC(N(C(=O)Nc2ccc(F)cc2)C2CCCC2)CC1	14	0	1.4%	-5%	i	1.6	1.1	1%	-12%	-6%	-4%
CC1CC(C)CN(CCOc2cccc(Cl)c2Cl)C1 (stereo not given)	44	41	0.2%	-15%	i	1.7	1.1	8%	-2.5%	-3%	5%
Cc1onc(-c2ccccc2Cl)c1C(=O)Nc1ccc(F)c(F)c1	11	11	3.4%	-2%	i	0.6	1.1	2%	-2.2%	3%	2%
Cc1ccccc1OC1CCN(C(=O)C2CCC(=O)N(C3CCCC3)C2)CC1 (stereo not given)	x	x	1.6%	x	i	2.0	x	-3%	x	x	2%
CN(Cc1cccnc1)C(=O)CNC(=O)COc1ccccc1	x	x	1.0%	x	i	0.3	x	-1%	x	x	-1%
Cc1ccc(SCC(=O)Nc2ccc(S(N)(=O)=O)cc2)cc1	-12	8	6.7%	14%	i	0.1	1	-2%	-4.5%	10%	-1%
CCO[C@@H]1OC(C(N)=O)=C[C@H](c2ccccc2)[C@H]1CCCO	5	8	0.8%	7%	i	2.3	1.1	-4%	1.3%	11%	-7%
Cc1ccc2oc(=S)n(C)c2c1	-9	4	1.9%	-9%	i	0.4	1.1	-2%	-3.8%	-9%	-6%
CCc1cccc(NC2c3ccccc3C(=O)N2c2cccnc2)c1 (stereo not given)	4	9	1.6%	14%	i	3.7	1	3%	-8.4%	21%	9%
CCOC(=O)C(=CNNc1ccsc1C(=O)OC)C(=O)OCC	x	x	3.7%	x	i	0.2	x	-2%	x	x	-1%
CCCN(CCC)Cc1cc(=O)oc2cc3c(cc12)CCC3	x	x	u	x	i	0.2	x	4%	x	x	-2%
S=C(NC1CCCC1)N1CCN(c2ccccn2)CC1	-6	1	1.1%	10%	i	0.3	1.1	-3%	-1.9%	8%	1%
Nc1ccc(S(N)(=O)=O)cc1N	x	x	-0.6%	x	i	0.5	x	0%	x	x	2%
CC(C)NC(=S)N/N=C1\CCCCC1C1CCCCC1 (stereo not given)	69	74	0.1%	3%	i	1.3	1.1	-2%	-12%	10%	9%
CCOC(=O)C1CCN(C(=O)CN(c2ccc(Cl)c(C(F)(F)F)c2)S(C)(=O)=O)CC1	12	3	1.1%	9%	i	1.0	1.1	1%	2.3%	9%	15%
O=C(CCCc1ccccc1)NCc1ccc2c(c1)OCO2	x	x	1.2%	x	i	1.0	x	0%	x	x	2%
O=C(NC(c1ccccc1)c1ccccn1)c1cccc([N+](=O)[O-])c1 (stereo not given)	8	6	-0.1%	-1%	i	0.1	1	10%	-1.0%	-3%	5%
OCCC#Cc1ccc(CN2CCN(Cc3ccsc3)C(CCO)C2)cc1 (stereo not given)	3	-1	-0.3%	-3%	i	0.0	1.1	1%	-4.6%	4%	-5%
COc1ccc(S(=O)(=O)N2CN(CCc3ccc(OC)c(OC)c3)c3nc4ccccc4nc32)cc1	-4	13	9.9%	5%	i	0.8	1	7%	-3.5%	-3%	-12%
Cc1ccc(C)c(Nc2c([N+](=O)[O-])ccc3nonc23)c1	x	x	13%	x	i	0.3	x	3%	x	x	-3%
Cc1ccccc1NC1=NCC(c2ccc([N+](=O)[O-])cc2)S1 (stereo not given)	39	22	-2.2%	40%	i	0.2	1.4	-2%	-3.4%	14%	-4%
CCN1C(=O)c2ccccc2S(=O)(=O)c2ccc(C(=O)NCc3cccnc3)cc21	5	3	2.4%	0%	i	2.0	1.1	-3%	-7.4%	0%	-6%
c1ccc(-c2nc3ccccc3nc2N2CCOCC2)cc1	2	12	0.8%	-2%	i	1.0	1	1%	-1.3%	-4%	-1%
Cc1nc2scc(C)n2c(=O)c1S(=O)(=O)Nc1ccc(N2CCOCC2)c(Cl)c1	x	x	17%	x	i	3.4	x	-8%	x	x	0%

Pulled by compound from the entries so far (two):
SMILES	WT yeast gro inh	WT yeast gro inh mutant strain	RSV antiviral HEp-2	human PMI inhibitors	Myeloid diff 2	Myeloid diff 2 GFP+ MAC1+ %	TNAP activation fold	SIAH1 antagonists	XIAP displacement	human PMI inhibition	Salmonella PhoP GFP
Nc1ccc(S(N)(=O)=O)cc1N	x	x	-0.6%	x	i	0.5	x	0%	x	x	2%
COc1ccc(S(=O)(=O)N2CN(CCc3ccc(OC)c(OC)c3)c3nc4ccccc4nc32)cc1	-4	13	9.9%	5%	i	0.8	1	7%	-3.5%	-3%	-12%

(more compounds)
SMILES	WT yeast gro inh	WT yeast gro inh mutant strain	RSV antiviral HEp-2	human PMI inhibitors	Myeloid diff 2	Myeloid diff 2 GFP+ MAC1+ %	TNAP activation fold	SIAH1 antagonists	XIAP displacement	human PMI inhibition	Salmonella PhoP GFP
Cn1c(N)c(C(=O)COC(=O)COc2ccc3ccccc3c2)c(=O)n(C)c1=O	-11	0	1.5%	4%	i	0.7	1	-6%	-6.3%	4%	6%
COc1cccc(/C=N/NC(=O)c2c(C)nc3ccc(Cl)cn23)c1OC	x	x	1.7%	x	i	0.4	x	2%	x	x	0%
CCc1nn(CC(=O)NCCCN2CCN(C)CC2)c(=O)c2cc3occc3n12	x	x	1.0%	x	i	0.8	x	2%	x	x	-8%
O=C(N/N=C/c1c[nH]c2ccccc12)c1ccncc1	1	1	1.6%	-7%	i	0.7	1.1	-1%	-6.1%	-8%	5%
CCCS(=O)(=O)c1cscc1NC(=O)c1c(-c2c(F)cccc2Cl)noc1C	x	x	2.5%	x	i	0.4	x	7%	x	x	-5%
CC(=O)NC(Cc1cc(C)ccc1C)C(=O)N1CCN(C(=O)Nc2ccc(C(C)=O)cc2)CC1 (stereo not given)	8	-4	1.6%	15%	i	0.3	1.1	2%	-4.8%	20%	1%
C=CCN1C(=O)c2ccc(C(=O)OCC(=O)N(C)C3CCCCC3)cc2C1=O	-16	7	0.2%	-10%	i	0.2	1.1	8%	-5.7%	-17%	-1%
Cc1ccc(-n2c(O)c(/C=N/NC(=O)C3COc4ccccc4O3)c3ccccc3c2=O)cc1 (stereo not given)	7	24	6.1%	-28%	i	0.6	1	-10%	0.9%	-26%	-4%
Cc1ccsc1C(=O)Nc1nnc(-c2ccco2)o1	2	40	-2.2%	-4%	i	2.3	1	0%	-3.8%	0%	-13%
Cc1c(C(=O)NCCC2=CCCCC2)oc2ccc(S(=O)(=O)N3CCOCC3)cc12	-10	-2	9.8%	0%	i	0.6	1.1	2%	-4.6%	3%	-8%
C=CCN(C(=O)c1csnn1)C(C(=O)NC(C)(C)C)c1ccncc1 (stereo not given)	-8	-12	4.0%	4%	i	0.2	1	-2%	-4.3%	5%	1%
Cc1nc2ccccc2c(C)c1C(=O)c1ccccc1	14	11	10%	-12%	i	0.2	1	14%	-3.4%	-1%	6%
O=C(c1ccc(OC2CCN(Cc3ccc(F)cc3)CC2)cc1)N1CCCC1	x	x	-0.9%	x	i	1.8	x	4%	x	x	-1%
COC(=O)Cc1cc(=O)n2[nH]c(SC)nc2n1	-19	0	0.7%	4%	i	2.9	1.1	6%	-4.2%	12%	-27%
COc1ccc(-c2nnc(NC(=O)C3=COCCO3)o2)cc1	21	16	0.7%	-4%	i	0.3	0.9	0%	-6.3%	1%	7%
C=CCc1cc(Cl)ccc1OCCOCCN(C)C	25	33	-2.7%	11%	i	0.1	1	2%	-18%	9%	3%
CCOC(=O)c1ccc(NC(=O)c2ccc[n+]([O-])c2)cc1	x	x	2.8%	x	i	0.0	x	-2%	x	x	6%
O=C(c1ccco1)N1CCN(C(=O)c2cc3sccc3n2Cc2ccccc2)CC1	-2	-5	9.1%	-5%	i	4.2	1.1	1%	-4.3%	-11%	-6%
CCN(C(C)=O)c1nc(CSc2nnc(NC(C)C)s2)cs1	-8	-19	3.2%	3%	i	0.4	1	-7%	-6.0%	2%	34%
CCOc1ccc(C(=O)N2CCN(c3ccccn3)CC2)cc1	x	x	0.8%	x	i	0.4	x	-4%	x	x	-6%
CCOC(=O)Cn1nnnc1CN(Cc1cccs1)Cc1cc2cc(C)cc(C)c2[nH]c1=O	12	22	0.8%	-1%	i	0.8	1.1	-2%	-3.5%	6%	4%
Cc1ccc(C)c(N=Cc2cc3c(cc2[N+](=O)[O-])OCO3)c1	-6	-1	-0.8%	42%	i	0.0	0.9	0%	-3.4%	12%	-1%
COCCn1c(N)c(Sc2ccc(C)cc2)c(=O)[nH]c1=O	x	x	0.4%	x	i	1.6	x	6%	x	x	7%
CN(C1=NS(=O)(=O)c2ccccc21)c1ccc(OC(=O)c2ccccc2)cc1	x	x	4.4%	x	i	2.0	x	0%	x	x	-1%
Cc1cccc(NC(=O)CSc2ccc(-c3ccc4c(c3)OCO4)nn2)c1C	-19	21	2.0%	3%	i	1.2	0.9	1%	-0.4%	9%	-2%
CNc1ccc(Br)cc(C(=O)/C=C/c2ccc(Cl)cc2Cl)c1=O	17	12	u	20%	i	0.4	0.9	22%	-3.0%	22%	-2%
COc1ccc(-c2cnc(SCC(=O)Nc3ccc4c(c3)OCO4)n2Cc2ccco2)cc1	11	-17	x	-19%	i	0.4	1.2	-1%	-7.5%	3%	5%
COC(=O)c1cc2ccsc2n1CC(=O)N(C)c1ccccc1	9	22	1.0%	11%	i	2.5	1.1	0%	-1.7%	14%	-3%
CS(=O)(=O)Nc1ccc(Cc2ccc(NS(C)(=O)=O)cc2)cc1	4	7	5.2%	4%	i	1.7	1.1	2%	-3.2%	2%	-12%
Cc1ccccc1-c1nc(SCc2ccccn2)c2c(=O)n(C)c(=O)n(C)c2n1	16	7	4.1%	4%	i	0.2	0.9	-4%	-14%	3%	2%
CCCCn1cnc2cc(NCc3cccc(OC)c3O)ccc21	15	28	6.4%	43%	i	1.0	1.1	2%	-4.0%	9%	-2%
Cc1cc(C)c(C(=O)COC(=O)c2cccc(S(=O)(=O)NCc3ccccc3)c2)cc1C	17	-4	u	7%	i	1.1	1.1	1%	-3.0%	14%	4%
O=C(/C=C/c1ccccc1)NC(NC(=S)Nc1cccc(Cl)c1)C(Cl)(Cl)Cl (stereo not given)	1	-14	9.6%	9%	i	3.4	1	-4%	-4.0%	14%	1%
